Screens as filed in PubChem BioAssay.
DAGLB inh: diacylglycerol lipase beta (human) inhibition; Q8NCG7; 340,000 compounds, 0.059% hits; inhibition, % at 5.17 µM; HEK293T DAGLB membrane lysate, EnzChek fluorogenic substrate; in the data active means inhibition above about 34%;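 further: 0% = enzyme with vehicle and 100% = wells lacking enzyme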
LANA DNA inh: inhibitors of KSHV LANA C-terminal domain DNA binding. MBP-C-LANA/FAM-LBS DNA binding, fluorescence polarization. inhibition, % at 9 µM. 340,000 compounds, 0.078% hits;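 active means highest replicate inhibition at or above 60% at 9 µM, even if other replicates fall short; inactive means all replicates below 60% inhibition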;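 further: 0% = neutral control wells and 100% = 4 µM acridine orange control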
NSD2 HMT inh: NSD2 (human) methyltransferase inhibition. O96028. inhibition, % at 12.5 µM. AID 743445. NSD2 peptide methylation, AlphaScreen, 120 min. 310,000 compounds, 0.54% hits; in the data active means inhibition above about 50%
Target sequence (O96028 whole entry, looked up): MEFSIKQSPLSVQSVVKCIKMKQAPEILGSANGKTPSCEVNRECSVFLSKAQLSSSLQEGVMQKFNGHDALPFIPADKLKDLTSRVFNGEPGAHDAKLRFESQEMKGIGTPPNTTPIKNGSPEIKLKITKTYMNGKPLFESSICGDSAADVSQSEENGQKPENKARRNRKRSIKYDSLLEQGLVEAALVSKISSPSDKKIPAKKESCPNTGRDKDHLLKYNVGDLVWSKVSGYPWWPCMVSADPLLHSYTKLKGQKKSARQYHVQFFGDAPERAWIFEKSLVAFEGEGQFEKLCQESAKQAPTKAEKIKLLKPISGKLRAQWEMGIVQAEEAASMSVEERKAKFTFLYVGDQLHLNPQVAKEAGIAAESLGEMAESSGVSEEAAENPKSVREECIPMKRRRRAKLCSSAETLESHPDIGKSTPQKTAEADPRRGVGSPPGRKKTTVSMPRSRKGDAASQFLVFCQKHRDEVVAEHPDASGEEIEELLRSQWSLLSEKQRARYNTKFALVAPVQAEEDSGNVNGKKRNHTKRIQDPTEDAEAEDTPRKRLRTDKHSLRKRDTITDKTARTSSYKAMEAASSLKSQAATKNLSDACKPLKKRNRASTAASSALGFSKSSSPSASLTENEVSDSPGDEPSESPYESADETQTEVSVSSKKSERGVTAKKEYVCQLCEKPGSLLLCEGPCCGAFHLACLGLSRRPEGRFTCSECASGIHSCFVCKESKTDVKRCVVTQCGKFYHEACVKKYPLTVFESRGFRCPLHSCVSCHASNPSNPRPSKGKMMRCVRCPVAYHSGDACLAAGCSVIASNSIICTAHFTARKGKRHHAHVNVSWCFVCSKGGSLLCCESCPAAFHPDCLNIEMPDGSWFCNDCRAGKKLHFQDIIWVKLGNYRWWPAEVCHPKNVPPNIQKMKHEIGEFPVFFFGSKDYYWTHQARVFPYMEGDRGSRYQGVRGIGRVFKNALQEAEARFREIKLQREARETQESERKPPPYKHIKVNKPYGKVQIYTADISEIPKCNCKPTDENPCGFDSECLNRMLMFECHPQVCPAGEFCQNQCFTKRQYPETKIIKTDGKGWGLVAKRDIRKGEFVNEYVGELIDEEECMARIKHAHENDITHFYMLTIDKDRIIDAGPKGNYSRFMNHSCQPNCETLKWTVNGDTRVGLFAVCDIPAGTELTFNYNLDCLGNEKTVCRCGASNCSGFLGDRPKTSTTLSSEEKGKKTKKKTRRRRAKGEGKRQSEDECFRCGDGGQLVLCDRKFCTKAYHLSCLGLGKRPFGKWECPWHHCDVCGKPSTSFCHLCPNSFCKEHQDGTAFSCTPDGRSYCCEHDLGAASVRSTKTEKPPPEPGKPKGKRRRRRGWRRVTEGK
CAL PDZ FP-1: blocks peptide binding to human CAL PDZ domain | 330,000 compounds, 0.02% hits | inhibition, % at 20 µM | purified CAL PDZ, TMR-peptide fluorescence polarization, 1 h | AID 504414 | Q9HD26;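 active means highest replicate inhibition of at least 40%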;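 further: plate controls were DMSO neutral control wells for no effect and unlabeled competitor peptide control wells for full effect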
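Material – purified CerCALP PDZ construct · Detection – FP readout, S and P plane fluorescence · Measure – percent inhibition from loss of millipolarization · Controls – unlabelled peptide for full inhibition, DMSO wells as neutral · Probe or stimulus – TMR-labelled reporter peptide T*-PRC34 bound in PDZ groove · Times – 1 h at RT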
Keap1-Nrf2 PPI: inhibitors of human Keap1-Nrf2 protein-protein interaction | Q14145 | Keap1 Kelch-Nrf2 peptide fluorescence polarization, 1536-well | inhibition, % at 9.4 µM | 340,000 compounds, 0.15% hits | AID 504523; in the data active means inhibition above about 12%;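 further: human Keap1 Kelch domain with fluorescein labeled Nrf2 9mer peptide probe; 0% = neutral control wells and 100% = peptide positive control; higher means more block of Keap1 binding to Nrf2 peptide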
Arr AP2 block: inhibitors of human beta-arrestin and AP2 interaction. FITC-arrestin peptide / GST-AP2 beads, flow cytometry; AP2 beta2 appendage carries R879A mutation. 340,000 compounds, 0.31% hits. inhibition, % at 10 µM. AID 504490;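 active means inhibition above a set limit, near 3 SD of compounds lacking own fluorescence, cut at about 54% in these data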;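 further: plate controls were DMSO wells for no effect and 5 µM unlabelled arrestin peptide for full effect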
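Material – GST-tagged AP2 beta2-adaptin appendage (R879A) on 4 µm glutathione beads · Probe or stimulus – fluorescein-tagged arrestin peptide at 50 nM final · Timing – 12 min plus 1 h, RT · Detection – bead flow cytometry, FITC channel · Read-out basis – inhibition as reduced fluorescein signal on beads, percent · Medium – PBS plus Tween 20 (0.05%) and BSA (0.1%)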
CAL PDZ FP-2: CAL PDZ (human) peptide binding inhibition. Q9HD26. 300,000 compounds, 0.92% hits. inhibition, % at 24.9 µM. purified CAL PDZ, TMR-peptide fluorescence polarization, 1 h. AID 602252;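 active means mean inhibition of at least 30% with at least half of replicates also reaching 30%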;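 further: 0% = DMSO neutral control and 100% = excess unlabeled competitor peptide PRC23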
DSG3 Ab inh: inhibitors of pemphigus antibody binding to human desmoglein-3; P32926; DSG3-coupled beads, scFv-anti-DSG3-GFP binding, flow cytometry; active compounds read low; binding (percent of control), % at 10 µM; 310,000 compounds, 0.48% hits;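 active means binding more than 3 SD below its plate's average and above zero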;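 further: hits lower antibody fragment binding to DSG3; some compounds called inactive have numbers as strong as hits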
RTF Ca sens inh: cardiac RTF calcium desensitization; P19429+P45379; IANBD-labeled cardiac RTF, Ca2+ fluorescence; inhibition, % at 7.15 µM; 340,000 compounds, 0.12% hits; AID 493244;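 active means inhibition above the mean inhibition of all tested compounds plus 3 SD, cut at about 17% in these data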;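 further: assay run at fixed EC70 calcium of 1.6 mM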
V-ATPase pHluor: alters yeast V-ATPase proton transport; S. cerevisiae, pHLuorin cytosolic pH fluorescence; AID 504577; response, % at 10 µM; 350,000 compounds, 0.37% hits; in the data active means response mostly above about 7.3%, no sharp cut-off; inactive means mostly below about 5.4%; further: actives read high; inactives centre near 0; some compounds called inactive have numbers as strong as hits
Numbers without * were called inactive; · = no result given. Not all compounds are listed (hit frequency here may not be typical).

SMILES	DAGLB inh	LANA DNA inh	NSD2 HMT inh	CAL PDZ FP-1	Keap1-Nrf2 PPI	Arr AP2 block	CAL PDZ FP-2	DSG3 Ab inh	RTF Ca sens inh	V-ATPase pHluor
CSCCC(N=C(NS(=O)(=O)c1ccc(C)cc1)c1ccccc1)C(=O)O (configuration not stated)	0.4	0.1	-1.2	-1.3	2.4	-5.7	·	97.3	-2.2	3.1
CCCC(=O)N(c1ccc2oc(C)c(C(C)=O)c2c1)S(=O)(=O)c1ccc(C(=O)O)cc1	1.2	1.7	1.0	-2.9	-0.3	-2.5	-4.4	115.5	-6.7	-1.2
CCOc1ccc(S(=O)(=O)N2CN3CCN(C3)C2)cc1	0.7	0.6	18.0	-0.3	0.4	-7.1	62.5*	116.0	-4.2	1.0
COCCN(C(=O)CSc1nnc(-c2ccco2)n1C)c1c(N)n(CC(C)C)c(=O)[nH]c1=O	-1.6	-0.4	-2.0	0.2	1.1	4.3	0.4	91.8	-0.1	5.1
COc1cc(Br)c(CN2C(=O)NC3(CCCCCC3)C2=O)cc1OC	-1.2	0.3	-3.1	-1.1	0.1	-5.7	-5.9	94.8	4.3	0.6
CCc1nc(N2CCN(C(C)=O)CC2)c2c3c(sc2n1)CCCC3	-1.9	1.9	5.9	-1.2	-2.1	1.1	-6.5	94.4	-4.0	2.2
CC(=O)Nc1cccc(NC(=O)C2CCCN2C(=O)Nc2ccc(Cl)cc2)c1 (configuration not stated)	-1.1	0.0	-1.1	-0.3	2.9	10.6	-19.7	106.0	-2.6	7.0
NC(=O)Cn1nc([N+](=O)[O-])nc1Oc1ccccc1F	1.1	0.2	-0.6	0.8	-4.5	-3.5	-3.4	·	-3.4	0.1
CCCCC(=O)Nc1nnc(S(=O)(=O)N(CC)c2ccccc2)s1	-1.0	1.3	-9.7	-1.2	0.9	-14.8	·	93.0	-0.9	-0.4
CC(=O)N1CCN(c2ccc(NCc3ccc(-c4ccc(Br)cc4)o3)cc2)CC1	8.0	-0.6	·	1.1	-7.4	7.9	-0.5	102.4	-17.2	1.1
CSc1ncc(C(=O)NCCCc2ccccc2)c(C)n1	-0.9	1.7	-3.4	·	0.3	22.9	-4.2	103.2	3.8	-3.5
COCCNC(=O)/C(C#N)=C/c1ccc(C(=O)O)cc1	-1.0	0.1	6.0	-5.6	-1.5	0.7	0.6	97.0	-8.0	-3.2
COc1cc(OC)cc(C(=O)Nc2ccc(N3CCOCC3)cc2N2CCOCC2)c1	-0.9	-0.5	2.7	-0.4	-3.5	11.8	-2.6	109.2	-1.4	-3.9
Cc1cc(C)n(CC(=O)N/N=C/c2c[nH]c3ccccc23)n1	-3.9	0.8	0.2	-1.4	0.1	-11.2	-1.4	117.9	-11.1	-7.5
COc1ccc(S(=O)(=O)Nc2cccc3c2O[C@H](CN(C)C(=O)Nc2ccc4c(c2)OCO4)[C@@H](C)CN([C@H](C)CO)C3=O)cc1	0.3	1.8	·	0.2	-2.7	-8.1	-3.0	105.9	-2.6	12.3
COCc1ccc(C(=O)NC2CC(C)(C)Cc3c2cnn3-c2ccc(OC)cc2)o1 (configuration not stated)	2.4	1.6	-1.1	-2.1	2.7	-0.5	-4.3	101.7	-0.9	-0.4
Cn1c(C(=O)OC(C(=O)NCc2ccco2)c2ccncc2)cc2sccc21 (configuration not stated)	1.7	0.5	-0.1	-2.5	2.1	13.1	-0.5	106.1	-10.9	-3.8
CCOC(=O)NNC(=O)C1CCC(C)CC1 (configuration not stated)	-1.1	0.5	-1.0	0.0	-0.9	1.3	-3.7	104.2	-9.5	-0.7
CCC1(C)Cc2c(sc3c2c(=O)n(C)c2nnc(SCc4ccccc4)n32)CO1 (configuration not stated)	-0.9	1.6	-3.8	-3.4	-0.7	13.2	-4.6	99.9	-3.3	1.7
CCc1nc2cccnc2n1-c1ccc(CC(=O)O)cc1	-0.8	-1.5	-2.6	-0.2	2.1	-8.8	-2.9	96.1	-11.7	-3.7
Cc1ccc(CSCC(=O)N2CCOCC2)cc1	0.6	-1.1	·	0.2	5.3	16.6	-0.8	97.3	0.7	0.4
Cc1ccc(-c2nn(C)c(=O)c3ccccc23)cc1S(=O)(=O)NCCN(C)C	0.9	-0.1	-0.6	-0.9	-5.4	19.3	2.0	98.3	-4.0	-0.6
CC(=O)c1nn(-c2ccccc2)cc1C(=O)c1ccc(C)cc1	·	·	-2.3	·	·	0.6	·	102.5	·	1.9
CCOc1ccccc1CNC(=O)C1CCN(c2nn3c(=O)cc(C)nc3s2)CC1	0.9	-1.2	2.6	-0.1	-3.6	-17.9	·	104.6	-0.4	-1.8
NC(=S)N/N=C/c1ccccc1OC(=O)/C=C/c1ccccc1	-1.2	-1.6	12.5	-0.5	1.4	32.8	·	95.7	2.6	-2.7
COc1ccc(-c2cc(C)no2)cc1S(=O)(=O)NCc1ccc(OC(C)C)cc1	1.1	0.9	9.1	-2.8	-1.4	-12.5	-3.3	·	0.3	3.8
COc1cc(C(=O)c2ccccc2C(=O)O)c(OC)c2c1CCCC2	0.5	0.4	-1.3	-0.6	-4.1	28.7	1.3	91.9	-1.2	-81.3
CC(=O)c1ccc(Sc2ccccn2)c([N+](=O)[O-])c1	·	·	0.7	·	·	3.4	·	99.7	·	5.1
C[C@H]1O[C@H](O[C@H]2[C@H](O[C@@H]3CC[C@@]4(C)C(CC[C@]5(C)C4CC=C4[C@@H]6CC(C)(C)CC[C@]6(C(=O)O[C@@H]6O[C@H](CO)[C@@H](O)[C@H](O)[C@H]6O)CC[C@]45C)C3(C)C)O[C@H](C(=O)O)[C@@H](O)[C@@H]2O)[C@@H](O)[C@@H](O)[C@@H]1O (some centres not stated)	1.7	-0.2	·	-0.3	-1.3	-7.2	-7.3	·	-4.1	3.3
CC(C)NC(=O)NC(=O)CSc1nnc(-c2ccccc2F)n1N	-1.0	-0.5	-2.0	-1.7	-1.4	3.4	·	103.5	-7.1	6.3
NS(=O)(=O)c1ccc(NC(=O)c2cccc3ccccc23)cc1	0.8	1.4	-1.1	-1.0	2.5	-11.0	·	108.1	-2.7	4.0
Cc1cc(C)cc(NC(=S)/C(=C(\[O-])c2ccc(Cl)cc2Cl)[n+]2ccccc2)c1	-1.8	0.4	-0.6	1.4	-1.6	0.0	-5.9	97.3	-2.3	-3.3
Nc1ccc(-c2nc3ncccc3o2)cc1	1.2	4.9	0.2	·	-5.6	-9.8	-2.4	90.0	5.0	-1.4
COc1ccc(C2C(C(=O)Nc3cc(C)on3)c3ccccc3C(=O)N2C)cc1 (configuration not stated)	3.4	1.7	·	-0.9	1.7	8.5	-4.2	·	-4.6	0.2
COc1ccc(NC(=O)Cc2c(C(=O)O)n(C)c3ccccc23)cc1OC	0.2	-4.7	-1.5	-2.4	0.2	52.9	-5.2	97.2	-3.9	0.9
CC1CCc2cc(F)ccc2N1C(=O)c1cnc2sccn2c1=O (configuration not stated)	1.8	-0.9	·	0.4	5.9	1.7	-4.2	102.4	1.0	-1.3
CCOC(=O)CNC(=O)N1CCCC(CCC(=O)NCc2ccc(F)c(F)c2)C1 (configuration not stated)	0.3	-0.8	-2.9	-1.9	4.6	·	-3.3	98.4	-3.4	-1.2
COc1ccc(N(C)S(=O)(=O)c2cccc(C(=O)N(C)Cc3ccc(C)o3)c2)cc1	-2.2	-0.1	4.2	-2.0	0.0	30.9	-3.6	79.7	-6.4	3.6
O=C(O)CCc1ccc(-c2cccs2)o1	-1.2	2.6	·	-2.7	-1.9	10.7	-3.5	·	-3.2	-2.0
Cc1ccc(C)c(OCC(=O)NC2CCCCCC2)c1	-6.0	-3.3	·	-3.6	-1.9	28.2	-5.4	·	3.9	-1.7

Retrieved one by one from above, two records:
SMILES	DAGLB inh	LANA DNA inh	NSD2 HMT inh	CAL PDZ FP-1	Keap1-Nrf2 PPI	Arr AP2 block	CAL PDZ FP-2	DSG3 Ab inh	RTF Ca sens inh	V-ATPase pHluor
Cc1ccc(-c2nn(C)c(=O)c3ccccc23)cc1S(=O)(=O)NCCN(C)C	0.9	-0.1	-0.6	-0.9	-5.4	19.3	2.0	98.3	-4.0	-0.6
COc1ccc(NC(=O)Cc2c(C(=O)O)n(C)c3ccccc23)cc1OC	0.2	-4.7	-1.5	-2.4	0.2	52.9	-5.2	97.2	-3.9	0.9

Other entries:
SMILES	DAGLB inh	LANA DNA inh	NSD2 HMT inh	CAL PDZ FP-1	Keap1-Nrf2 PPI	Arr AP2 block	CAL PDZ FP-2	DSG3 Ab inh	RTF Ca sens inh	V-ATPase pHluor
C/C(=N\NC(=O)C(=O)N/N=C(\C)c1cccc(O)c1)c1cccc(O)c1	-1.0	-0.7	3.3	-0.9	-1.4	0.1	4.5	101.6	-0.8	3.4
COc1ccc(N2CC(C(=O)NCCC3=CCCCC3)CC2=O)cc1 (configuration not stated)	0.9	3.1	2.8	-0.4	-2.9	16.3	-2.7	103.2	-0.9	-0.5
O=C(COC(=O)c1ccc([N+](=O)[O-])o1)NCCc1ccccc1	-3.2	0.1	25.3	-1.8	-3.5	13.6	·	96.8	-8.2	-0.3
Cc1cc(S(=O)(=O)NCC(C)C)ccc1OCC(=O)N1CCOCC1	-1.8	-0.4	2.2	-0.7	4.9	-2.5	-7.1	108.0	2.2	0.1
CCN1CCN(c2ncnc3scc(-c4ccc(OC)cc4)c23)CC1	-1.5	-2.3	64.1*	1.0	0.4	-6.6	-3.7	94.9	-5.9	-0.5
Cc1ccc(N(C(=O)CCC(=O)Nc2ccccn2)C(C(=O)NC(C)C)c2ccc(F)cc2)cc1 (configuration not stated)	0.1	-0.5	1.4	0.7	-4.6	-2.3	-3.8	100.1	2.5	-0.9
Cc1cccc(NS(=O)(=O)c2cccc3nonc23)c1	-0.1	-0.2	-1.5	-2.0	-1.5	18.3	-0.1	101.3	-1.6	-1.8
COCCCn1c(SCC(=O)NC2CCCC2)nnc1-c1ccncc1	-0.4	-0.5	-3.1	-0.9	1.0	-0.4	-0.6	·	4.3	-4.2
C=C1CC2C(=O)N(Cc3ccccc3)C(C(=O)OCC)(C(=O)OCC)C1N2C(=O)OC(C)(C)C (configuration not stated)	-2.5	-0.6	·	0.1	-0.9	9.6	-2.3	103.8	-2.3	0.7
O=C(N/N=C/c1ccc[nH]1)c1ccc(COc2cccc3cccnc23)cc1	-0.8	2.0	-0.1	-1.5	-5.2	9.8	-1.6	104.2	0.7	2.6
Cc1onc(-c2c(F)cccc2Cl)c1C(=O)Nc1sc2c(c1C(N)=O)CCC2	-3.2	1.0	-0.5	-0.5	-4.8	15.4	-4.0	104.5	-6.7	15.4
O=C(CC1(O)C(=O)Nc2ccccc21)c1ccc2c(c1)OCO2 (configuration not stated)	1.3	0.4	-1.1	-2.6	-5.5	18.4	-1.1	94.5	-2.2	10.4
Cc1ccc(-n2ncc3c(SCc4ccccn4)ncnc32)c(C)c1	-5.1	-1.1	-5.8	-3.1	0.9	14.5	-5.6	102.9	-5.8	-1.8
Cc1ccccc1C(=O)Nc1nc2c(C)csc2c(=O)s1	-2.5	-2.3	-2.4	-0.1	-3.9	20.3	-2.5	·	4.1	2.2
